Compound activity deposited in PubChem BioAssay by several laboratories.
TROY NFkB inh: TROY signaling inhibition; inhibition, % at 10 µM; AID 1347056; actives 0.98% (n = 360,000); Q293 LMP1-TROYcd NF-kB luciferase reporter, 4 h;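 active = compounds whose plate-normalised and pattern-corrected inhibition of the luciferase reporter signal at the single screening dose is 50% or more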
MITF TRPM1 inh: MITF TRPM1 promoter inhibition in SK-MEL-5 cells. SK-MEL-5 TRPM1 promoter luciferase, 24 h. inhibition, % at 12.5 µM. actives 0.83% (n = 330,000);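 active = mean inhibition across replicates of 60% or more, whatever share of single replicates reaches that level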; note: values of inactives mirror those of a sister screen read the other way
TRAIL sens C8: caspase-8 TRAIL sensitization; NB7+C8 cells + TRAIL, ATPlite viability luminescence; inhibition (viability loss, TRAIL sensitization), % at 10 µM; actives 1% (n = 360,000);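 active = compounds causing at least 50% loss of cell viability in the single-dose screen, relative to plate controls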
NR2E3 ag-1: activates human NR2E3 receptor; CHO-S Gal4-NCOR/VP16-NR2E3 two-hybrid, luciferase; inhibition of corepressor binding, % at 3.98 µM; actives 0.35% (n = 360,000); AID 602229;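 active = inhibition above the mean of all tested compounds plus 3 SD, cut at about 70% in these data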;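 note: 0% = DMSO with NR2E3 transfected cells and 100% = cells lacking NR2E3 construct; higher means lower luciferase signal from less NR2E3 corepressor binding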
Target sequence (Q9Y5X4 whole entry, looked up, the tested form may be a part): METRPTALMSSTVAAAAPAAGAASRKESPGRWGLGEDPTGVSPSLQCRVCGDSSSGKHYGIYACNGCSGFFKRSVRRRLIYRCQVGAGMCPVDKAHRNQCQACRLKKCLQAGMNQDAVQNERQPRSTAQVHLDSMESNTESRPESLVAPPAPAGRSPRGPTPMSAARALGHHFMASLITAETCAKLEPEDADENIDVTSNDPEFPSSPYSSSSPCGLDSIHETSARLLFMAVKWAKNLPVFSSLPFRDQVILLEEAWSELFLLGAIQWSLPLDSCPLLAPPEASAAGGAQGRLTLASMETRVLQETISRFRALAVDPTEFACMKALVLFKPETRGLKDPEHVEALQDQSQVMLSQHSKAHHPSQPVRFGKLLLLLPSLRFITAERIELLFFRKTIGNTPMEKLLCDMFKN
Peg3 promoter: inhibitors of Peg3 promoter; actives 1.7% (n = 360,000); AID 588405; HeLa PEG-Prom luciferase reporter, luminescence, overnight; inhibition, % at 20 µM;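 active = inhibition of at least 50% at 20 µM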
TWEAK-Fn14 inh: TWEAK-Fn14 signaling inhibition; TWEAK-stimulated Fn14 reporter cells, luciferase luminescence, 8 h; inhibition, % at 10 µM; actives 2% (n = 360,000); AID 1159606; in the data active = inhibition above about 50%
HIF-2a inh: blocks HIF-2a reporter activity. 786-0 RCC cells HIF-2a reporter, luciferase luminescence, overnight. inhibition, % at 18.8 µM. actives 0.72% (n = 360,000). AID 624352;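 active = inhibition of the luminescence signal of 40% or more relative to plate controls, in a single-dose primary screen at 18.75 µM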
Shn3 inh set2: Schnurri-3 reporter inhibition in Clone20 osteoblasts | Clone20 osteoblast Shn3 3'UTR firefly luciferase, 24 h | inhibition, % at 12.5 µM | actives 0.52% (n = 360,000) | AID 588674;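 active = mean inhibition of at least 75% with every replicate also reaching 75%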;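 note: 0% = median of neutral control wells and 100% = pilot-screen positive control compound; some compounds past the cut are filed as inactive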
CF NFkB block: inhibitors of cystic fibrosis induced NF-kB | KKLEB NF-kB-GFP reporter, PAF-induced, GFP fluorescence overnight | inhibition, % at 5 µM | actives 0.86% (n = 360,000);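 active = at least 50% inhibition at 5 µM, scaled per plate between neutral and stimulator controls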;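 note: PAF is a Pseudomonas aeruginosa culture filtrate used as stimulus; plate controls were PAF-stimulated DMSO wells for no effect and unstimulated DMSO wells for full effect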
NR2E3 ag-2: NR2E3 (human) agonism; AID 2300; GST-NR2E3/biotin-RetCOR TR-FRET, 1536-well; Q9Y5X4; inhibition of corepressor binding, % at 4.78 µM; actives 0.12% (n = 320,000);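 active = percent inhibition above the cutoff of mean plus 3 SD of all tested compounds, set per screening campaign, cut at about 20% in these data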;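 note: 0% = DMSO wells and 100% = biotin wells as full block of FRET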
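Material – GST-tagged NR2E3 plus biotinylated RetCOR corepressor · Quantity – NR2E3 fusion 1.35 nM · Times – 5 h incubation at 4 °C · Medium – pH 7.5 Tris-based buffer · Technique – TR-FRET, Eu(K)-anti-GST donor, streptavidin-D2 acceptor, ex 340, em 617/671 nm · Benchmarks – high control biotin, low control 0.6% DMSO · Format – 1536-well plates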
KKLEB cytotox: reduces viability of KKLEB cystic fibrosis airway cells | AID 602141 | actives 0.36% (n = 360,000) | KKLEB CF airway cells viability, ATPlite luminescence, overnight; stronger effect = lower value; cells stimulated with P. aeruginosa culture filtrate | activity change (cytotoxicity), % at 5 µM;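 active = corrected activity change at or below -50% at 5 µM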
Active calls of the source: *; . = not tested or not shown. A portion of the library; rates above refer to the full screens.

SMILES	TROY NFkB inh	MITF TRPM1 inh	TRAIL sens C8	NR2E3 ag-1	Peg3 promoter	TWEAK-Fn14 inh	HIF-2a inh	Shn3 inh set2	CF NFkB block	NR2E3 ag-2	KKLEB cytotox
Cc1cc(C(=O)Cn2cnc3ccccc3c2=O)c(C)n1C1CC1	21	-53	1	-16	-242	4	-210	-69	7	0	-1
O=C(CN1C(=O)c2ccccc2C1=O)OCC(=O)N1CCCCC1	3	2	-11	-13	14	11	9	-4	-5	.	0
CCN(CC)c1ccc(NC(=S)Nc2ccc(F)cc2)cc1	15	-23	3	-88	-74	24	-152	59	-6	.	-1
Cc1ccc(-c2nn(-c3ccccc3)cc2C(=O)NCC2CCCO2)cc1 (stereo not drawn)	-21	-18	-3	-15	-59	-16	-66	-24	-36	2	25
Cc1ccc(-n2nc3c(=O)n(CCCC(=O)NC4CCC(C)CC4)nc(C)c3c2C)cc1 (stereo not drawn)	-5	22	1	34	-20	-9	6	2	22	4	-5
COc1ccc(S(=O)(=O)NC2CC3CCC2C3)cc1Cl (stereo not drawn)	2	4	-6	8	5	20	24	5	3	1	4
O=C(O)Cn1nnc(-c2cccs2)n1	9	11	0	2	22	-2	20	-11	-9	0	6
COc1ccccc1CNC(=O)Cc1ccc(C)cc1	-2	-8	-5	-21	-21	-11	-43	4	9	3	-7
Cc1cc(NC(=O)CSc2nc(-c3ccccc3Cl)nc3c2c(=O)n(C)c(=O)n3C)no1	3	2	13	0	1	23	16	26	3	2	1
Cc1ccc(N=Nc2c(N)[nH]n3c(=O)cc(C)nc23)cc1	-17	5	7	-41	-13	-7	-34	-24	13	-10	0
O=c1c2ccccc2[nH]c(=S)n1CCCN1CCN(C2CCCCC2)CC1	7	-2	19	14	5	10	16	-6	-16	1	4
CCCc1cc(=O)[nH]c(SCC(=O)Nc2cccc3ccccc23)n1	-21	8	-6	-1	0	6	19	14	-19	0	3
COc1cccc(NC(=O)Cn2c3ccc(F)cc3c3nc4n(c(=O)c32)CCCS4)c1	18	2	4	-25	14	-4	17	18	21	4	-2
NC(=O)C1CCN(C(=O)CCC(=O)N2CCOc3ccc(Cl)cc32)CC1	16	.	-14	-52	5	8	9	-13	14	-4	2
CC(C)c1ccc(CNc2ccc3c(c2)ncn3C)cc1	-12	-46	18	-77	-191	-2	-176	-71	11	-2	-1
CCn1c(=O)c2ccccc2n(CC(=O)NC2CCCCC2)c1=O	13	-10	-12	-2	-7	17	-4	-4	-13	2	5
COc1cc(C(CC(=O)N2CCCC2)c2c(OC)cc(OC)c3c(-c4ccccc4)cc(=O)oc23)cc(OC)c1OC (stereo not drawn)	-4	-2	2	27	1	-4	10	22	-5	2	-18
CCCc1ccc2oc(C(=O)N(C)CCn3ccnc3C)c(C)c2c1	13	1	16	4	-24	-14	-49	53	-13	-3	8
CCOC(=O)c1c(C)[nH]c(C)c1S(=O)(=O)N(C)CC(=O)NCc1ccc(C)cc1	-13	-15	-20	-16	10	-3	12	-23	11	2	0
CCOC(=O)C1C(c2cccc([N+](=O)[O-])c2)C2C(=O)NN=C2CC1(C)O (stereo not drawn)	8	2	-3	-12	10	-2	13	8	10	1	2
O=C(Nc1ccc(CN2CCOCC2)cc1)c1ccc(Cl)cc1	-19	-50	12	-74	-202	15	-203	-105	8	-2	-8
O=C(COc1ccccc1)NNC(=O)c1cccs1	-21	2	11	-27	-25	-1	-6	-15	4	1	-12
CN(C(=O)CSc1nnc(-c2cccs2)o1)C1CCS(=O)(=O)C1 (stereo not drawn)	12	-6	-8	4	8	-7	12	12	-29	1	7
COc1ccc(C(=O)NNC(=S)NC(=O)c2ccco2)cc1	-19	3	14	-5	7	-7	12	43	-4	-1	0
CC(C)(C)NC(=S)N1CCC(C(=O)c2ccc(Cl)cc2)CC1	-18	-4	-3	-6	-9	11	9	-4	5	-1	-5
Cc1ccc(C(=O)Nc2ccsc2C(=O)O)cc1	-3	-28	30	-109	-243	22	-168	-56	3	2	10
CS(=O)(=O)N(CC(=O)NC1CC1)c1cccc(F)c1	-10	-6	-2	-26	8	14	15	3	10	2	0
COc1cc(CCC(C)=O)ccc1OC(=O)c1c(F)cccc1Cl	-38	-35	3	-58	-145	-25	1	-11	-9	0	-9
Cc1ccc(C2(c3ccc(C)cc3)CC2C(=O)NC(C)C)cc1 (stereo not drawn)	4	-2	0	-2	12	3	1	2	15	.	1
CCc1c2ccccc2nn1-c1ccccc1C(=O)C(C)=O	-20	13	4	5	16	-7	19	-3	0	2	5

3 compounds from above, sorted by the value under Shn3 inh set2, highest first:
| SMILES | MITF TRPM1 inh | NR2E3 ag-1 | Peg3 promoter | TWEAK-Fn14 inh | HIF-2a inh | Shn3 inh set2 | CF NFkB block | NR2E3 ag-2 |
| --- | --- | --- | --- | --- | --- | --- | --- | --- |
| CN(C(=O)CSc1nnc(-c2cccs2)o1)C1CCS(=O)(=O)C1 (stereo not drawn) | -6 | 4 | 8 | -7 | 12 | 12 | -29 | 1 |
| CS(=O)(=O)N(CC(=O)NC1CC1)c1cccc(F)c1 | -6 | -26 | 8 | 14 | 15 | 3 | 10 | 2 |
| Cc1ccc(C2(c3ccc(C)cc3)CC2C(=O)NC(C)C)cc1 (stereo not drawn) | -2 | -2 | 12 | 3 | 1 | 2 | 15 | . |

Continued:
SMILES	TROY NFkB inh	MITF TRPM1 inh	TRAIL sens C8	NR2E3 ag-1	Peg3 promoter	TWEAK-Fn14 inh	HIF-2a inh	Shn3 inh set2	CF NFkB block	NR2E3 ag-2	KKLEB cytotox
Cc1ccc(-c2c(C)n([O-])c3c([n+]2=O)CCCC3)o1	2	8	10	-15	14	12	6	3	3	0	-14
CCOC(=O)c1ccc(NC(=O)CN2CCN(C(=O)C3CCCO3)CC2)cc1 (stereo not drawn)	4	-11	1	-5	17	-6	1	13	5	4	2
CCOC(=O)c1ccc(NC(=O)Cn2nnc(-c3ccccc3)n2)cc1	4	4	3	30	3	13	1	2	-12	4	4
Cc1ccc(NC(=O)CN(C)C(=O)Cc2ccccc2F)cc1	-8	-6	-13	-16	-10	-7	9	11	-8	0	-4
N#CC1C=Cc2c(ccc3ccccc23)N1C(=O)c1ccccc1 (stereo not drawn)	-12	65*	10	-42	-140	54*	32	50	42	.	-21
Cc1cc(NC(=O)c2cc(C(C)C)on2)nn1Cc1ccc(Cl)cc1	-8	-4	16	-14	-44	4	-87	1	-46	4	-1
Cc1c(C(=O)NN2CCOCC2)cccc1[N+](=O)[O-]	3	-115	13	-13	-3	6	12	0	8	3	1
O=C(CN1C(=O)/C(=C/c2ccccc2)SC1=S)NC1C=CS(=O)(=O)C1 (stereo not drawn)	16	-26	-6	-10	-4	6	1	-7	2	1	0
O=C(Nc1ccc2c(c1)OCO2)C1Cc2c(-c3ccncc3)ccnc2O1 (stereo not drawn)	5	.	3	-5	3	-10	3	2	-6	.	5
O=S(=O)(c1ccc(OCC(O)CN2CCN(c3ccccc3)CC2)cc1)N1CCOCC1 (stereo not drawn)	6	1	6	8	13	13	-12	16	8	3	0
CCOC(=O)c1cn[nH]c1NC(=S)Nc1ccc(Cl)cc1	61*	.	31	-72	-368	60*	-267	-70	21	0	-4
Cc1c(Cl)cccc1NC(=O)CSc1nncn1-c1ccccn1	2	1	9	9	-8	14	8	-10	10	-1	5
COc1cccc(C(NC(C)=O)c2nc(-c3cccc(F)c3)cs2)c1 (stereo not drawn)	-28	.	5	23	-11	-11	-38	-10	-26	.	6
CCCc1n[nH]c(=O)[nH]1	-18	12	-8	9	14	0	0	8	7	0	0
O=C(Cn1cccc1C(=O)c1ccccc1)NCCCN1CCc2ccccc2C1	23	17	0	19	11	0	-3	13	13	2	-2
OCC[C@H]1C[C@H](O)[C@@H](O)[C@]2(Cc3ccccc3CO2)O1	12	-1	-3	-24	-4	12	10	-2	-18	-1	21
O=C(Nc1ccccc1N1CCN(c2ccccc2)CC1)C12CC3CC(CC(C3)C1)C2	21	19	9	-13	28	-10	22	26	18	-2	-18
CSCCC1NC2(C(=O)Nc3c(Cl)cccc32)[C@@H]2C(=O)N(C3CCCC3)C(=O)[C@H]12 (stereo partly drawn)	-12	-3	-9	11	24	6	3	7	-3	0	-4
COc1ccc(-c2cc3ccccc3nc2N)cc1OC	5	-7	8	-29	21	5	4	57	6	2	-6
O=C(c1ccccc1)C(Sc1ncn[nH]1)c1ccccc1 (stereo not drawn)	-2	-6	-1	-15	33	8	18	-1	-1	-2	2
CC(C)c1ccc(NC2CCCN(C(=O)CN3CCCCC3=O)C2)cc1 (stereo not drawn)	-7	.	0	3	0	-2	-10	-17	15	.	-6
O=C1CC(c2ccccc2)(c2ccccc2)c2ccccc21	-21	15	-11	17	22	9	14	2	-3	.	14
CC1CCCN(Cc2cnc(Cl)s2)C1 (stereo not drawn)	-13	4	-3	-16	0	7	6	14	0	1	7
O=C1OC(/C=C/c2ccccc2)=NC/1=C/C=C/c1ccccc1	6	-9	7	-8	-2	-6	8	13	1	-3	-5
CC1C(=O)OC2C1CCC1(C)CCC(=O)C(C)C21 (stereo not drawn)	22	1	8	-25	5	-7	17	8	0	1	-8
CCOc1ccc(C(=O)CCC(=O)Nc2cc(C)ccn2)cc1	-1	-24	3	-43	-113	-11	-120	-44	-18	-4	1
CCOCCCn1c(SCC(=O)/C(C#N)=C(\C)N)nc2ccccc2c1=O	-11	-12	12	-12	10	-2	-9	2	3	-6	21
COc1ccccc1C(=O)NC1CC2CCC(C1)N2Cc1ccccc1 (stereo not drawn)	6	4	-13	-2	9	-10	23	3	-7	-2	24
C=CCN1C(=O)/C(=C/C(=O)OC)S/C1=N\NC(=O)c1ccccc1	-22	.	19	-17	7	22	25	-3	13	-4	-10
O=C(COC(=O)c1cc(S(=O)(=O)NCc2ccccc2)ccc1O)NCc1ccccc1	8	-1	28	-18	13	-14	2	2	-1	-1	-6
CCOc1ccc(-c2nc(S(=O)(=O)c3ccccc3)c(N3CCOCC3)o2)cc1	8	4	-5	13	2	22	11	-9	6	1	0
O=C(Cn1cnc2c(nnn2Cc2ccccc2)c1=O)N1CCN(c2ccccc2)CC1	3	7	-13	2	9	10	17	0	12	2	15
COC(=O)c1ccc2nc(C3CCCCC3)c(Cc3ccc(C)cc3)n2c1	-26	.	-11	-32	-9	-6	-54	-17	4	.	-9
CC(C(=O)N(C)C1CCS(=O)(=O)C1)N1C(=O)/C(=C/c2cccs2)SC1=S (stereo not drawn)	21	4	14	4	4	4	-4	2	22	-5	4
Cc1ccc(S(=O)(=O)N2CCN(C(=O)COC(=O)c3c(C)noc3C)CC2)c(C)c1	7	2	-7	7	11	-14	11	12	17	-1	-2
Cc1ccc(NC(=O)c2ncn(CCCNCc3ccccc3)n2)cc1C	-14	-11	1	-16	-27	-3	-15	8	-3	.	1
